Screening data deposited in PubChem BioAssay by Southern Research Specialized Biocontainment Screening Center.
UTI89 phage lysis – inhibition of K1F phage lysis, E. coli UTI89, bacterial capsule biogenesis inhibitors, alamar blue (AID 488966); 340,000 tested, 0.02% active; inhibition, % at 100 µM, or IC50 in µM where a hit was titrated; E. coli UTI89 K1F phage lysis, alamar blue, 2 h; higher % means a stronger effect;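 active = phage lysis inhibition, versus mean bacterial control, above a set limit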;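 note: capsule biogenesis inhibitors block K1F phage lysis so surviving cells raise fluorescence; higher fluorescence means more inhibition of phage lysis; actives were called in the ten point dose series up to 300 µM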
Starred values were filed as active, the others as inactive; [ ] = remark or other dose. These rows are one share of the data. The share of hits here may be higher or lower than overall.

SMILES	UTI89 phage lysis
COc1ccc(C(C)=O)cc1COC(=O)CSCC(=O)Nc1ccc(C)cc1	0.1%[50 µM]
Cc1cc(C)c2c(=O)[nH]c(SCC(=O)Nc3cccc(S(=O)(=O)N(C)C)c3)nc2n1	0.3%[50 µM]
CC1CCCCC1NC(=O)CCCN1C(=O)c2ccccc2C1=O (stereo not given)	0.2%[50 µM]
Cc1ccc(S(=O)(=O)N2[C@@H](c3cccc(C)c3)C(C(=O)O)=C[C@H]2C(C)(C)C)cc1	0.1%
Cc1cccc(NC(=O)CN2CCN(C(=O)c3c(C)nn(Cc4ccccc4)c3C)CC2)c1C	0.6%[50 µM]
CC(Oc1ccc2c(-c3ccccc3)cc(=O)oc2c1)C(=O)NC(Cc1c[nH]c2ccccc12)C(=O)O (stereo not given)	-1.3%
O=C(CSc1ncnc2sccc12)N1CCN(C(=O)c2cccs2)CC1	0.6%[50 µM]
O=C(CN1CCN(S(=O)(=O)c2cccc(Cl)c2)CC1)NCC1(N2CCOCC2)CCCCC1	0.0%[50 µM]
CN(CCc1ccccc1)C(=O)c1ccc(NC(=O)Cc2ccc(NC(=O)C3CCCN(C(=O)C4CCC4)C3)cc2)cc1 (stereo not given)	0.0%
O=C(CSc1nccn1-c1cccc(F)c1)NC1CCCC1	0.6%[50 µM]
O=S(=O)(c1ccc2oc(=S)[nH]c2c1)N1CCOCC1	0.1%[50 µM]
Cc1cnc(C(=O)OCC(=O)N2C(C)CCCC2C)cn1 (stereo not given)	0.6%[50 µM]
CCN1C[C@@H]2[C@@H]3C(=O)N(Cc4ccccc4)C(=O)[C@@H]3[C@](C)(C1=O)N2C(=O)c1ccc(C(F)(F)F)cc1	2.0%
COc1ccc(C(=O)c2ccc3oc(-c4ccc(OC)cc4)c(-c4ccc(O)cc4)c3c2)cc1	0.0%
O=S(=O)(c1c(F)cccc1F)N1CCCC2CCCCC21 (stereo not given)	-0.3%[50 µM]
CN(C)c1ccc(C=NNC(=O)c2cccnc2)cc1	-0.1%
CCOc1ccc(NC(=O)CCc2c(C)noc2C)cc1OC	1.0%[50 µM]
Cc1ccc(C(=O)NC2CC2)cc1S(=O)(=O)N1CCOCC1	0.7%[50 µM]
Cc1cccc(S(=O)C(c2ccccc2)c2ccccc2)c1 (stereo not given)	3.8%
CC(=O)Nc1ccc(NC(=O)COC(=O)/C=C/c2ccc3c(c2)OCO3)cc1	0.8%[50 µM]
CC(C)c1ccc(-c2nn(-c3ccccc3)cc2C(=O)NCC2CCCO2)cc1 (stereo not given)	0.7%[50 µM]
CCn1c(SCC(=O)N(C)CC(=O)Nc2cccc(OC)c2)nnc1-c1ccco1	1.0%[50 µM]
Cc1nn(-c2ccccc2)c(C)c1NC(=O)COC(=O)c1ccc(S(=O)(=O)C(F)F)cc1	-0.2%[50 µM]
CC[C@@H](CC1CCCCC1)C(=O)N(Cc1ccccc1)c1ccccc1	0.9%
CC(C)NC(=O)Nc1ccc2c(c1)C(=O)N([C@@H](C)CO)C[C@@H](C)[C@@H](CN(C)S(=O)(=O)c1ccc(F)cc1)O2	-0.4%
SMILES	UTI89 phage lysis
Cc1cc(CNC(=O)C2(C(F)(F)F)CC(CCCO)CCCO2)nn1C (stereo not given)	0.3%
CS(=O)(=O)c1ccc(Cl)c(NC(=O)COC(=O)c2cccc(S(=O)(=O)N3CCCC3)c2)c1	1.1%[50 µM]
COc1cc(OC)cc(-c2c(-c3ccsc3)c3cc(Br)ccc3n2C)c1	-1.6%
O=C(NCC(=O)N1CCN(c2ccccc2O)CC1)c1ccc(Br)o1	1.5%[50 µM]
CN(CC(=O)Nc1ccccc1C(F)(F)F)C(=O)c1cc(Cl)nc2ccccc12	1.5%[50 µM]
CCOc1ccc(NS(=O)(=O)c2ccc(C(=O)N3CCCCCC3)cc2)cc1	0.8%[50 µM]
COc1ccc(C(=O)NCC2CCCN2S(=O)(=O)c2cccs2)cc1 (stereo not given)	0.3%[50 µM]
CN(C)C(CNC(=O)CSc1nc2ccccc2c(=O)n1Cc1ccco1)c1ccccc1 (stereo not given)	0.1%[50 µM]
COC(C[C@H]1O[C@H]1C(=O)[C@@H](C)OCc1ccccc1)OC	1.6%
Cc1c(N(C)S(=O)(=O)c2cc(C(=O)Nc3ccccn3)ccc2Cl)c(=O)n(-c2ccccc2)n1C	1.0%[50 µM]
CCOC(=O)c1[nH]c(=S)n(Cc2ccccc2)c1C(=O)OCC	-3.7%
C=CC[C@@H](CC(=O)NCCO)C(=O)N[C@@H](COC(=O)[C@@H](CC=C)Cc1ccc(F)cc1)Cc1c[nH]c2ccccc12	-1.3%
COc1ccc(CCC(=O)OCC(=O)Nc2c(C)nn(-c3ccccc3)c2C)cc1	0.5%[50 µM]
CN(Cc1ccccc1)C(=O)COC(=O)c1ccc[nH]c1=O	-0.5%
O=C(O)c1ccc(N2C(=O)CSC2=S)cc1	0.9%
CC(OC(=O)C1=COCCO1)C(=O)NC(C)c1ccc(Cl)cc1Cl (stereo not given)	1.0%[50 µM]
Cc1ccc(NC(=O)Nc2ccccc2)nc1	-1.6%
Cn1ccnc1SCC(=O)NC1(C#N)CCCCC1	1.3%[50 µM]
CCOC(=O)c1ccc(-c2ccc(-c3cc(=O)oc4cc(OC)c(OC)c(OC)c34)cc2)cc1	0.2%
O=C(c1cc(C2CC2)nn1-c1ccccc1)N1CCN(c2ccccn2)CC1	0.7%[50 µM]
CN(C)C(=O)CCc1ccc2c3c([nH]c2c1)[C@]1(CCC2CCCC2)[C@@H](C(=O)N2CCOCC2)C[C@H](CC(=O)NCc2cccc(C(F)(F)F)c2)C(=O)N1CC3	0.1%
O=C(NCCN1C(=O)S/C(=C/c2cccnc2)C1=O)c1cccs1	0.2%[50 µM]
C[C@]12c3[nH]c4ccc(Cl)cc4c3CCN1C(=O)[C@@H](CC(=O)NCCC1=CCCCC1)C[C@@H]2C(=O)N1CCCCC1	0.2%
CC(OC(=O)c1cc2ccccc2o1)C(=O)Nc1ccc(N2CCOCC2)cc1 (stereo not given)	0.4%[50 µM]
CCN(CC)S(=O)(=O)c1cc(NC(=O)CNc2cccc(S(=O)(=O)N3CCCC3)c2)ccc1C	-0.2%[50 µM]

4 successive records already listed:
SMILES	UTI89 phage lysis
Cc1cc(CNC(=O)C2(C(F)(F)F)CC(CCCO)CCCO2)nn1C (stereo not given)	0.3%
CS(=O)(=O)c1ccc(Cl)c(NC(=O)COC(=O)c2cccc(S(=O)(=O)N3CCCC3)c2)c1	1.1%[50 µM]
COc1cc(OC)cc(-c2c(-c3ccsc3)c3cc(Br)ccc3n2C)c1	-1.6%
O=C(NCC(=O)N1CCN(c2ccccc2O)CC1)c1ccc(Br)o1	1.5%[50 µM]

Sorted by length of the SMILES (high to low): part of the list above
SMILES	UTI89 phage lysis
Cc1c(N(C)S(=O)(=O)c2cc(C(=O)Nc3ccccn3)ccc2Cl)c(=O)n(-c2ccccc2)n1C	1.0%[50 µM]
CCOc1ccc(NS(=O)(=O)c2ccc(C(=O)N3CCCCCC3)cc2)cc1	0.8%[50 µM]
CC(OC(=O)C1=COCCO1)C(=O)NC(C)c1ccc(Cl)cc1Cl (stereo not given)	1.0%[50 µM]

Next compounds
SMILES	UTI89 phage lysis
O=C(Cc1ccccc1)Nc1cccc(S(=O)(=O)N2CCCCCC2)c1	0.6%[50 µM]
COCCN(CC(=O)Nc1cccc(C)c1C)C(=O)c1oc2ccccc2c1C	-0.3%[50 µM]
CON(C)C(=O)c1ccccc1N(C)C(=O)OC(C)(C)C	0.4%
CCOC(=O)C1CCCN(C(=O)c2cc(-c3ccncc3)nc3ccccc23)C1 (stereo not given)	1.5%[50 µM]
COc1ccc2oc(N)nc2c1	-0.7%
O=C(NCC(=O)N1CC=C(c2ccccc2)CC1)c1ccc(F)cc1	-2.4%
CCCN(CC1CC1)C(=S)NC(=O)c1ccccc1Br	1.7%[50 µM]
O=C(CNC(=O)c1ccc(Cl)cc1)OCN1C(=O)c2ccccc2C1=O	0.2%
CCC[C@@H](CN1CCC[C@H]1CN1C(N)=NC[C@H]1C(C)C)N1C[C@@H](Cc2ccccc2)N(CCCC2CCCC2)C1=N	0.5%
O=C1C=C(c2cc(F)ccc2F)C[C@@H](c2ccc(F)cc2)C1	-0.2%
COc1ccc(CNC(=O)c2cc(C3CC3)nc3c2cnn3C(C)C)cc1	-0.1%[50 µM]
COC(=O)C1CCN(C(=O)COC(=O)/C=C/c2ccc(O)c(OC)c2)CC1	0.5%[50 µM]
CCCCCCCNC(=O)C1(CC2CC(c3ccccc3)=NO2)CCNCC1 (stereo not given)	0.1%
Cc1ccc(NC(=O)CN2C(=O)NC(C)(CC(C)C)C2=O)cc1F (stereo not given)	0.7%
O=C(NC[C@@H]1CC[C@@H](Cc2ccc(-c3ccccc3)cc2)O1)Nc1ccc(Br)cc1	0.1%
O=C(c1cc(-c2cccs2)nc2ccccc12)N1CCN(CCO)CC1	1.8%[50 µM]
O=c1cc(CCc2ccccc2)oc2cccc(O)c12	2.4%
CC1(c2ccccc2Cl)NC(=O)N(CC(=O)N2CCN(S(=O)(=O)c3ccccc3)CC2)C1=O (stereo not given)	1.2%[50 µM]
Cc1[nH]c2ccc(C(=O)OC(C)C(=O)NC3(C#N)CCCCC3)cc2c1C (stereo not given)	1.5%[50 µM]
CCN[C@H]1CN(CCCOC)S(=O)(=O)c2sc(S(N)(=O)=O)cc21	1.3%
COC(=O)c1ccc(NC(=O)CCN2C(=O)C3CC=CCC3C2=O)cc1 (stereo not given)	-0.2%
CCOC(=O)C1=C(C)NC(C)=C(C(=O)OCC)C1C(=O)OCC(=O)N(C)Cc1ccccc1	-0.3%
CCOC(=O)N1CCC(NCCNC(=O)c2ccc(F)cc2)CC1	-0.2%
CN1C[C@H]2CON(C)[C@H]2C[C@H]1c1cccc(-c2ccc(C#N)cc2)c1	0.4%
COc1cc(CNC(=O)c2cc3ccccc3oc2=O)cc(OC)c1OC	-0.1%
SMILES	UTI89 phage lysis
COCCn1c(SCC(=O)NC2CCCC2)nc2ccccc2c1=O	1.8%[50 µM]
CCC(=O)NC(c1ccc(C)cc1)c1cc(Cl)c2cccnc2c1O (stereo not given)	13.2%
CCN1C(=O)[C@@H]2[C@@H](c3ccc(-c4ccccc4)cc3)N3CCCC[C@@]3(C(=O)OC)[C@@H]2C1=O	1.0%
CCOC(=O)C1CCCN(C(=O)c2ccc(-c3ccc([N+](=O)[O-])cc3)o2)C1 (stereo not given)	-1.1%[50 µM]
O=C(C1COc2ccccc2O1)N1CCN(c2nc3c(F)cc(F)cc3s2)CC1 (stereo not given)	0.9%
COc1ccc(NS(=O)(=O)c2ccc(C(=O)N3CCN(c4ccc(F)cc4)CC3)cc2)cc1	0.0%[50 µM]
O=C(CSc1ccc(F)cc1)Nc1nnc(-c2ccco2)o1	0.8%[50 µM]
Cc1cccc(OCCCC(=O)Nc2ccc(Cl)c(S(=O)(=O)N3CCOCC3)c2)c1	-0.4%[50 µM]
O=C1C=C(c2ccoc2)N2CCC[C@H]2C1	-0.9%
O=C(O)c1ccc2cc(-c3ccccc3)[nH]c2c1	-3.1%
COc1ccc(S(=O)(=O)N2CCCC(C(=O)N3CCCC3)C2)cc1OC (stereo not given)	0.6%[50 µM]
Cc1cc(C)n2nc(SC(C)C(=O)Nc3ccccc3F)nc2n1 (stereo not given)	1.9%
COc1cccc(CN(C)C(=O)C2CC(=O)N(c3ccc4c(c3)OCCO4)C2)c1 (stereo not given)	0.6%[50 µM]
C[C@H]1COC(=O)[C@H](Cc2ccc(F)cc2)CC/C=C/C[C@@H](CC(=O)N[C@@H](CO)Cc2ccccc2)C(=O)N1	-1.2%
CCC(C)CCN1C(N(C)C)=NC[C@@H]1C (stereo not given in full)	-0.3%
CCCCNC(=O)[C@@H]1CC=C[C@@H]2CCN(Cc3ccc(Cl)c(Cl)c3)C(=O)[C@@H]21	-0.1%
Cc1cc(C)cc(-c2nnc(SCC(=O)NC3CC3)o2)c1	0.1%[50 µM]
CCSc1nnc(NC(=O)CCC2CCCCC2)s1	1.7%
Cc1ccccc1OCC(=O)Nc1ccc(S(=O)(=O)N2CCCC2)cc1	0.6%[50 µM]
COc1cc(C(=O)Nc2ccccc2N2CCOCC2)ccc1OCC(=O)N1CCOCC1	1.0%[50 µM]
COC(=O)Cc1cc(=O)n2c(nc3ccccc32)[nH]1	0.7%
CCN1C[C@@H]2[C@@H]3C(=O)N(Cc4ccccc4)C(=O)[C@@H]3[C@](C)(C1=O)N2C(=O)c1ccc(C)cc1	2.4%
CCOC(=O)C1(C(N)=O)OC1(c1ccc(Cl)cc1)c1ccccc1Cl (stereo not given)	-4.6%
CC1(C)O[C@@H]2CC3C4C[C@H](F)C5=CC(=O)C=CC5(C)C4C(O)CC3(C)[C@]2(C(=O)CO)O1 (stereo not given in full)	0.8%
COc1ccc(OCC(=O)NCC(c2cccs2)N2CCOCC2)cc1 (stereo not given)	1.0%[50 µM]
C[C@@H]1CN([C@H](C)CO)C(=O)c2cccc(NC(=O)c3ccncc3)c2O[C@@H]1CN(C)Cc1ccc(C(=O)O)cc1	1.9%
O=C(COC(=O)Cc1cccs1)Nc1ccc(OC(F)(F)F)cc1	0.8%[50 µM]
O=C1COc2ccc(C(=O)COC(=O)CCOc3ccccc3)cc2N1	0.8%[50 µM]
O=C(COC(=O)C1CCN(c2ccc(C(F)(F)F)cn2)CC1)NCc1cccc(Cl)c1	-0.2%[50 µM]

Structures from the list above that contain a tert-butyl group:
SMILES	UTI89 phage lysis
Cc1ccc(S(=O)(=O)N2[C@@H](c3cccc(C)c3)C(C(=O)O)=C[C@H]2C(C)(C)C)cc1	0.1%
CON(C)C(=O)c1ccccc1N(C)C(=O)OC(C)(C)C	0.4%

Three entries drawn at random from the list so far, as already listed:
SMILES	UTI89 phage lysis
CCCCNC(=O)[C@@H]1CC=C[C@@H]2CCN(Cc3ccc(Cl)c(Cl)c3)C(=O)[C@@H]21	-0.1%
O=C1COc2ccc(C(=O)COC(=O)CCOc3ccccc3)cc2N1	0.8%[50 µM]
COC(=O)Cc1cc(=O)n2c(nc3ccccc32)[nH]1	0.7%
